PMI act satM6P = activators of human phosphomannose isomerase at near-saturating mannose 6-phosphate; P34949; coupled PMI enzyme assay, resazurin fluorescence, 20 min; stronger effect = higher value; 1 = untreated enzyme, 0 = substrate-free blank; activation factor at 20 µM; 0.34% of 190,000 active;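 active = activation factor of 2 or more at 20 µM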
Target sequence (P34949 whole entry, looked up): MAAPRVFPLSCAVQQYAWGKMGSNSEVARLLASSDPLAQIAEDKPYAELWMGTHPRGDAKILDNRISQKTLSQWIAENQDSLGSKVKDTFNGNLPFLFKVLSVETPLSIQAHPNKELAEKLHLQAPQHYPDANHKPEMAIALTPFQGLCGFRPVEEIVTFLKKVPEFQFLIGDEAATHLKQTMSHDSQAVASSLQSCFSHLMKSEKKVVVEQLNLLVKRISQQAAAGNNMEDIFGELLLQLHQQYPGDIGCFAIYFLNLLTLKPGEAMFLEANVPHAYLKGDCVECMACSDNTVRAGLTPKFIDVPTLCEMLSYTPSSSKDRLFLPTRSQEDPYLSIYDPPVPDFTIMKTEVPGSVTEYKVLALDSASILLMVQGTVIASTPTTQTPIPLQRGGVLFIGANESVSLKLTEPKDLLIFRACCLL
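Material: human phosphomannose isomerase with PGI, G6PDH, diaphorase coupling enzymes / Reagent: Man-6-P substrate 1.0 mM / Dosing: single compound dose of 20 µM, 1% DMSO final / Incubation: enzyme reaction with compound 20 min at room temperature / Signal: resorufin fluorescence (Ex 544/Em 590 nm) from resazurin via diaphorase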
Diaph act CS = counter-screen for diaphorase-based assays: diaphorase activators and chemical reducers | activation factor at 20 µM | Diaphorase/resazurin coupled assay, resorufin fluorescence, 16 min; stronger effect = higher value; 1 = vehicle wells, 0 = NADH-free wells | AID 1229 | 0.005% of 190,000 active;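 active = diaphorase activity raised at least twofold by the compound at 20 µM; inactive = activation factor below 2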
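Material: Clostridium kluyveri diaphorase, purified enzyme; Quantity: enzyme 0.07 U/mL final; Medium: HEPES pH 7.4 buffer with MgCl2 and Tween 20; Dosing: single compound dose of 20 µM, 1% DMSO final; Schedule: 16 min reaction at room temperature; Measured by: red resorufin fluorescence at 544/590 nm excitation/emission.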
PMI activator = increases human mannose-6-phosphate isomerase activity; P34949; purified human PMI, coupled resazurin fluorescence, 20 min; stronger effect = higher value; 1 = vehicle control, 0 substrate-free wells; activation factor at 20 µM; 0.005% of 190,000 active;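 active = activation factor of 2 or more at 20 µM, relative to plate controls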
TNAP inh hiacc = inhibitors of human TNAP at high phosphate acceptor concentration; 0.03% of 200,000 active; inhibition, % at 20 µM; purified TNAP, CDP-star luminescence, 1 M DEA; P05186;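 active = over 50% inhibition of tissue-nonspecific alkaline phosphatase at 20 µM in the single-dose screen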;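 note: plate controls were DMSO wells for no effect and EDTA-quenched wells as full inhibition for full effect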
Target sequence (P05186 whole entry, looked up): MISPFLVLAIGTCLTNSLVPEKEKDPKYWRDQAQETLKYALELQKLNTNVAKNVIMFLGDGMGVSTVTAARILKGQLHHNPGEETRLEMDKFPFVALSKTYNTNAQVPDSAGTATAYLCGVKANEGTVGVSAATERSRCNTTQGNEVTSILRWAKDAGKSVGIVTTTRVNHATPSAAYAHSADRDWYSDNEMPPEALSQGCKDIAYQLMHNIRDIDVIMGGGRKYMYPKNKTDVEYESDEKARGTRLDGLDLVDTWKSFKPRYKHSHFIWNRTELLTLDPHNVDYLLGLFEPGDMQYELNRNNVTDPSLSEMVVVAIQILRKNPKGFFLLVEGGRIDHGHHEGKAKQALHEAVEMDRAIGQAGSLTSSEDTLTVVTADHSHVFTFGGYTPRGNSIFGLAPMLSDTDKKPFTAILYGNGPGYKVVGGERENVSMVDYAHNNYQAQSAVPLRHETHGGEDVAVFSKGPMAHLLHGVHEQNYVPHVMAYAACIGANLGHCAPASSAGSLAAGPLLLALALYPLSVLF
G6PDH counter = L. mesenteroides G6PDH inhibition counter-screen; 0.12% of 200,000 active; Purified L. mesenteroides G6PDH, diaphorase/resazurin coupled fluorescence, 45 min; inhibition, % at 5 µM; AID 1020; in the data active = inhibition above about 50%
Diaphorase inh = diaphorase inhibition or chemical oxidation counter-screen | diaphorase resazurin-to-resorufin fluorescence, NADH, 16 min; bacterial (C. kluyveri) enzyme, not human | inhibition, % at 20 µM | 0.69% of 190,000 active;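 active = primary screen inhibition at 20 µM above a set limit, cut at about 50% in these data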;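 note: plate controls were DMSO with full reaction for no effect and wells lacking NADH for full effect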
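Test system: Clostridium kluyveri diaphorase enzyme / Quantity: diaphorase at 0.14 U/mL in enzyme working solution / Incubation: 16-min room-temperature incubation before reading / Benchmarks: NADH-free wells as positive control, DMSO-only neutral wells / Signal: resorufin fluorescence 544/590 nm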
HMGR II inh = inhibitors of class II HMG-CoA reductase from Enterococcus faecalis | purified E. faecalis HMGR, NADPH absorbance 340 nm kinetic | inhibition, % at 10 µM | 0.41% of 190,000 active;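 active = inhibition above a set limit, the median over all tested compounds plus 3 SD, cut at about 9.5% in these data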;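 note: enzyme runs in reverse so mevalonate oxidation gives rising NADPH absorbance; 0% = complete reaction with DMSO and 100% = background rate lacking mevalonate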
FLuc act counter = firefly luciferase counter-screen for stimulation assays; P08659; ATPlite luciferase biochemical, luminescence, 10 min; 0 = ATP-free wells, 1 = DMSO control; activation factor at 10 µM; 200,000 tested, under 10 active; AID 1027;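 active = luciferase activation factor, scaled between plate controls, of at least 2 with compound at 10 µM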
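System: Luciferase/luciferin detection reagent, cell-free biochemical luciferase assay | Medium: PBS buffer for ATP | Dosing: Test compounds dosed from 2 mM stocks in 100% DMSO | Timing: 10 min at ambient temperature | Signal: Luminescence measurement of luciferase light output | Evaluation: Luciferase activation, seen as luminescence increase over controls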
TNAP act hiacc = activators of human TNAP at high phosphate acceptor concentration; activation factor at 20 µM; 200,000 tested, under 10 active; purified TNAP, CDP-star luminescence, 1 M DEA, 30 min; stronger effect = higher value; 0 = EDTA background, 1 = DMSO-only activity; P05186; AID 1136;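 active = activation factor at least 2 at 20 µM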
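Dosing: 20 µM single point. System: human TNAP. Amount: TNAP 1/800 final. Incubation: 30 min, room temperature. Read-out: TNAP activation factor scaled between EDTA and DMSO control wells. Signal: luminescence from CDP-star hydrolysis. Medium: 1 M DEA, pH 9.8, Mg2+, Zn2+. Control set: EDTA negative control, DMSO positive control.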
TNAP inh noacc = TNAP (human) inhibition, acceptor-free conditions | inhibition, % at 20 µM | purified TNAP, CDP-star luminescence, 30 min | P05186 | 0.26% of 200,000 active;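 active = tissue-nonspecific alkaline phosphatase inhibition above about 50% at 20 µM in the single-dose screen, limit read from the data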;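 note: 0% = DMSO negative control and 100% = EDTA positive control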
An asterisk follows results filed as active.

SMILES | PMI act satM6P | Diaph act CS | PMI activator | TNAP inh hiacc | G6PDH counter | Diaphorase inh | HMGR II inh | FLuc act counter | TNAP act hiacc | TNAP inh noacc
CC1(C(=O)NCc2ccc(Cl)c(Cl)c2)Oc2cccnc2NC1=O (stereo not drawn) | 0.9 | 0.9 | 1 | -1.4 | 3.4 | 12.8 | -6.9 | 1 | 1 | -1.9
COc1cc(/C=N/NC(=O)c2ccc([N+](=O)[O-])cc2Cl)cc(Br)c1O | 0.9 | 0.9 | 0.9 | -2.2 | -3.0 | 14.3 | -3.2 | 1 | 1 | -5.2
CSc1ccc2nnc(-c3cccc(F)c3)n2n1 | 1.1 | 0.9 | 1.2 | -0.5 | 8.1 | 11.5 | -2.1 | 1.1 | 1 | 2.4
Nc1ccccc1Oc1ccc2ccccc2c1 | 0.9 | 0.9 | 0.9 | -7.0 | 17.0 | 13.2 | 0.1 | 1 | 1.1 | -2.5
CCC(C)(C)NC(=O)C(c1ccco1)N(C(=O)c1csnn1)c1cccc(F)c1 (stereo not drawn) | 1 | 0.8 | 1 | -9.0 | 1.6 | 15.6 | 3.0 | 1.1 | 1.1 | -13.2
CC1CCC2(CC1)NC(=O)N(CC(=O)N1CCN(S(=O)(=O)c3ccccc3)CC1)C2=O (stereo not drawn) | 1 | 1 | 1.1 | -6.4 | 6.0 | 3.8 | -0.8 | 1.1 | 1.1 | -15.2
CCOC(=O)CSc1n[nH]c(NC(=O)c2cccc(C(F)(F)F)c2)n1 | 0.9 | 0.9 | 0.9 | -0.9 | 8.7 | 7.4 | 0.0 | 1.1 | 1 | -5.9
O=C(O)c1cnn2cc(-c3[nH]ncc3[N+](=O)[O-])cnc12 | 1 | 1 | 0.9 | 3.6 | 10.8 | -1.6 | 2.5 | 1 | 1 | -9.4
CN1CCN(NC(=O)CN2C(=O)/C(=C/c3ccccc3Cl)SC2=S)CC1 | 0.8 | 0.9 | 0.8 | 4.4 | -36.3 | 13.3 | 0.6 | 0.9 | 1 | 39.8
O=C(Nc1ccccc1)c1ccccc1N=Cc1cccc(O)c1 | 1.1 | 1 | 1 | -3.0 | 22.1 | 1.0 | 2.6 | 1.1 | 1 | -7.5
CCC(=O)N1CCc2cc(S(=O)(=O)NCCC(=O)Nc3ccccc3C)ccc21 | 1 | 0.9 | 1 | -7.9 | -2.1 | 10.5 | 1.4 | 1 | 1.1 | -9.9
Cc1cc(C(=O)CSc2nc(N)cc(N)n2)c(C)n1C1CC1 | 0.8 | 0.8 | 0.9 | -0.3 | 6.6 | 21.1 | -5.8 | 0.9 | 1 | -12.7

2 successive records from above:
SMILES | PMI act satM6P | Diaph act CS | PMI activator | TNAP inh hiacc | G6PDH counter | Diaphorase inh | HMGR II inh | FLuc act counter | TNAP act hiacc | TNAP inh noacc
CCC(=O)N1CCc2cc(S(=O)(=O)NCCC(=O)Nc3ccccc3C)ccc21 | 1 | 0.9 | 1 | -7.9 | -2.1 | 10.5 | 1.4 | 1 | 1.1 | -9.9
Cc1cc(C(=O)CSc2nc(N)cc(N)n2)c(C)n1C1CC1 | 0.8 | 0.8 | 0.9 | -0.3 | 6.6 | 21.1 | -5.8 | 0.9 | 1 | -12.7

Further entries follow:
SMILES | PMI act satM6P | Diaph act CS | PMI activator | TNAP inh hiacc | G6PDH counter | Diaphorase inh | HMGR II inh | FLuc act counter | TNAP act hiacc | TNAP inh noacc
CN1CCN(C(=O)CN(c2ccccc2)S(=O)(=O)N(C)C)CC1 | 1.1 | 1.1 | 1 | -2.5 | -2.3 | -9.8 | -6.5 | 1 | 1 | -7.5
C=CCOc1ccc(/C(O)=C2/C(=O)C(=O)N(CCCn3ccnc3)C2c2ccco2)cc1 (stereo not drawn) | 1 | 1 | 1 | -1.8 | 1.5 | 0.7 | -1.9 | 1 | 1 | -13.7
COc1ccc(C(=O)C2CCCN(C(=O)c3ccc4cc[nH]c4c3)C2)c(C)c1 (stereo not drawn) | 1 | 0.8 | 1 | -6.0 | 13.8 | 16.4 | 0.5 | 1.1 | 1.1 | -3.0
Cc1ccc(CN2CCN(CC(=O)NC(C)c3ccc4c(c3)OCCO4)C2=O)cc1 (stereo not drawn) | 1 | 0.9 | 1 | -3.3 | 3.7 | 8.0 | -6.4 | 1 | 1 | -5.4
CCn1c(SCC(N)=O)nnc1-c1ccc2[nH]c(C)c(C)c2c1 | 0.9 | 0.9 | 0.9 | -5.4 | -1.5 | 14.3 | 0.4 | 1 | 1.1 | -16.7
CC(C)CC(=O)Nc1nnc(SCC(=O)Nc2ccc(F)cc2)s1 | 1.1 | 1 | 1.1 | -3.7 | 1.8 | -2.0 | -2.9 | 1 | 1 | -7.5
Nc1c([N+](=O)[O-])c(=O)sc2ccccc12 | 1 | 1 | 1 | -8.6 | 4.3 | 0.0 | -0.5 | 1 | 1.1 | -5.6
CC(c1nc2ccccc2c(=O)[nH]1)N1CCN(C)CC1 (stereo not drawn) | 1 | 0.9 | 0.9 | -3.3 | -2.0 | 9.9 | -2.5 | 1.1 | 1 | -8.9
Cc1cc(C(F)(F)F)c(C#N)c(SCC(=O)Nc2nc3cc(Br)ccc3s2)n1 | 0.9 | 0.8 | 0.8 | 8.1 | 21.5 | 17.5 | 1.5 | 1 | 0.9 | -19.8
CCCCN(C)CCCNC(=O)CCn1nc(-c2ccccc2)ccc1=O | 1 | 0.9 | 1 | -1.9 | -6.3 | 13.1 | -4.6 | 1.1 | 1 | -7.4
CCCCNC(=O)C1CCCN(S(=O)(=O)c2ccc(-n3cnnn3)cc2)C1 (stereo not drawn) | 1 | 0.8 | 1 | -8.6 | 0.1 | 17.3 | -2.6 | 1.1 | 1.1 | -18.0
COc1ccccc1NC(=O)N1CCn2c(nc3ccccc32)C1 | 0.9 | 0.9 | 1 | -1.7 | 2.5 | 8.5 | 1.4 | 1 | 1 | -5.5
CC(=O)Nc1ccc(NC(=O)CNC(=O)COc2ccccc2)cc1 | 0.9 | 1 | 1 | -2.6 | 1.1 | -0.6 | -0.4 | 1.1 | 1 | -8.2
CCCCCCCCCCOC(=O)NC1CCS(=O)(=O)C1 (stereo not drawn) | 0.9 | 0.9 | 0.9 | -2.5 | 8.7 | 9.9 | -0.8 | 1.1 | 1 | -3.8
COC(=O)c1[nH]c2cc(OC)ccc2c1NC(=O)CCN1CCCC(C)(C)C1 | 1 | 0.9 | 1 | -6.8 | -0.7 | 8.2 | -1.1 | 1.1 | 1.1 | -11.8
O=C(NC(=S)Nc1cc(C(F)(F)F)ccc1N1CCOCC1)c1ccc(-c2cccc(Cl)c2)o1 | 1 | 0.9 | 0.9 | 4.1 | 4.2 | 9.3 | -2.2 | 1.1 | 1 | -15.2
COc1ccc(C(=O)Nc2ccc(S(=O)(=O)NC(C)=O)cc2)cc1[N+](=O)[O-] | 1 | 0.9 | 1.1 | -3.9 | -7.8 | 8.7 | -2.6 | 1 | 1 | -8.0
Cc1nc(CN(C)C(=O)c2cc(COc3c(F)cccc3F)on2)cs1 | 1 | 0.9 | 1 | -4.6 | 8.3 | 11.9 | -4.4 | 1.1 | 1 | -13.0
COC(=O)NCCOc1nc(N(C)C)nc(N(C)C)n1 | 1 | 1.1 | 1 | -5.1 | 4.8 | -7.6 | -2.8 | 1 | 1.1 | 0.6
Cc1ccc(CC(=O)NCc2ccc3c(c2)OCO3)cc1 | 1.1 | 0.9 | 1 | -4.2 | 6.1 | 6.8 | -5.3 | 1.1 | 1 | -0.9
O=C1C2CCCN2C(=O)N1CCCCN1CCN(c2cccc(Cl)c2)CC1 (stereo not drawn) | 1.1 | 0.8 | 1.2 | -5.4 | -3.4 | 18.6 | -6.7 | 1.1 | 1.1 | -12.6
Nc1ccc(C(=O)OCC(=O)c2cccc([N+](=O)[O-])c2)cc1 | 0.9 | 0.9 | 1 | 2.9 | 17.2 | 8.5 | 0.5 | 0.9 | 1 | 0.8
C[C@H](NC(=O)c1nc[nH]c1C(=O)NCc1ccc(CNC(=O)OC(C)(C)C)cc1)C(=O)OC(C)(C)C | 0.9 | 0.8 | 0.8 | -2.4 | 12.8 | 17.2 | -4.8 | 1 | 1 | -6.0
CC(=O)C1=C(c2cccc([N+](=O)[O-])c2)N(C(C)=O)n2c(C)nnc2S1 | 1.1 | 1 | 1.1 | 0.9 | 3.4 | -3.0 | -0.7 | 1.1 | 1 | 62.9*
CCCCOc1ccccc1NC(=O)Cn1c(-c2nonc2N)nc2ccccc21 | 1 | 0.9 | 0.9 | -7.9 | -24.5 | 7.7 | 0.4 | 1.1 | 1.1 | -14.7
Cn1c(=O)n(CC(N)=O)c2ccccc21 | 0.9 | 0.9 | 0.9 | -2.1 | -1.0 | 9.0 | 0.2 | 1.1 | 1 | -1.2
Nc1c(-c2ccccc2)cnn1-c1cccc(C(F)(F)F)c1 | 0.8 | 0.9 | 0.8 | -4.5 | 23.5 | 12.2 | -3.8 | 0.8 | 1 | -9.3
CCn1c(Cc2ccccc2)nnc1SCC(=O)Nc1ccccc1O | 1.1 | 0.9 | 1 | -6.4 | 10.7 | 13.1 | -0.8 | 1 | 1.1 | -7.9

Structural class: the compounds so far with a nitro group on carbon
SMILES | PMI act satM6P | Diaph act CS | PMI activator | TNAP inh hiacc | G6PDH counter | Diaphorase inh | HMGR II inh | FLuc act counter | TNAP act hiacc | TNAP inh noacc
COc1cc(/C=N/NC(=O)c2ccc([N+](=O)[O-])cc2Cl)cc(Br)c1O | 0.9 | 0.9 | 0.9 | -2.2 | -3.0 | 14.3 | -3.2 | 1 | 1 | -5.2
O=C(O)c1cnn2cc(-c3[nH]ncc3[N+](=O)[O-])cnc12 | 1 | 1 | 0.9 | 3.6 | 10.8 | -1.6 | 2.5 | 1 | 1 | -9.4
Nc1c([N+](=O)[O-])c(=O)sc2ccccc12 | 1 | 1 | 1 | -8.6 | 4.3 | 0.0 | -0.5 | 1 | 1.1 | -5.6
COc1ccc(C(=O)Nc2ccc(S(=O)(=O)NC(C)=O)cc2)cc1[N+](=O)[O-] | 1 | 0.9 | 1.1 | -3.9 | -7.8 | 8.7 | -2.6 | 1 | 1 | -8.0
Nc1ccc(C(=O)OCC(=O)c2cccc([N+](=O)[O-])c2)cc1 | 0.9 | 0.9 | 1 | 2.9 | 17.2 | 8.5 | 0.5 | 0.9 | 1 | 0.8
CC(=O)C1=C(c2cccc([N+](=O)[O-])c2)N(C(C)=O)n2c(C)nnc2S1 | 1.1 | 1 | 1.1 | 0.9 | 3.4 | -3.0 | -0.7 | 1.1 | 1 | 62.9*

Screening data (PubChem)
